# PAX8 reporter – inhibitors of PAX8-driven TPO luciferase reporter, primary screen, RMG-I cells, single concentration; SteadyGlo, 24 h; inhibition, % at 12.6 µM; 360,000 compounds, 1.2% hits;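 active means mean replicate inhibition at least 60% with every replicate also reaching 60%; inconclusive means only one of the two criteria is met; inactive means mean below 60% and not all replicates reaching 60%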;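 further: luciferase light reporting Pax8 driven TPO promoter activity; plate controls were median of neutral control wells for no effect and mitoxantrone controls for full effect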
# DENV2 CPE rescue – inhibitors of DENV2 cytopathic effect, primary screen, cell-based, plate reader, single concentration. 350,000 compounds, 1.7% hits. DENV2-infected cells, cytopathic effect rescue. CPE inhibition, % at 9.99 µM; in the data active means CPE inhibition above about 20%, passing the limit was not always enough; inconclusive means no clear call, values can overlap the other calls; tested in BHK-21 cells;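 further: 0% = median of neutral control wells and 100% = median of positive control wells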
# EWS-Fli block – EWS/Fli-driven NR0B1 reporter inhibitors, primary screen, A673 cells, NR0B1 luciferase, luminescence, MLPCN library | viability-normalised | 350,000 compounds, 0.67% hits | inhibition, % at 12.6 µM;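 active means mean inhibition of at least 50% after viability correction, with every replicate also passing that limit; inconclusive means mean reaches 50% but only one of two replicates passes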;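 further: firefly luciferase signal divided by Alamar Blue viability fluorescence both relative to DMSO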
# CFTR F508del cor – F508del CFTR correction, initial screen, CFBE line, single point; CFBE cells, YFP halide quenching; stimulated with forskolin plus potentiator P3; % fluorescence drop versus neutral controls; activity (quench increase), % at 7.58 µM; 350,000 compounds, 0.36% hits; AID 720511, 2013;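 active means mean added fluorescence quench of at least 8% versus neutral control, with both replicates also reaching 8%; inconclusive means only one of the mean or replicate conditions met; inactive means mean below 8% and not both replicates reaching 8%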;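 further: cells transiently co-express mutant CFTR-F508del with the halide-sensitive YFP; corrector assay measuring rescue of mutant channel to the surface after 24 h compound exposure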
# ARNT TACC3 PPI – disruptors of ARNT/TACC3 protein interaction, primary screen, biochemical, AlphaScreen, single concentration. 390,000 compounds, 0.66% hits. Transforming acidic coiled-coil-containing protein 3 (Homo sapiens), Q9Y6A5. AlphaScreen His-ARNT PAS-B/GST-TACC3 binding, luminescence; TACC3 fragment carries E629A point mutation. AID 623870, 2012. inhibition, % at 9.99 µM;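 active means mean inhibition of replicates at least 50% and at least half of replicates each reaching 50%; inconclusive means half or more replicates reach 50% but mean below 50%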;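 further: 0% = complete ARNT plus TACC3 wells and 100% = ARNT alone without TACC3; many hits fall short of the cut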
# GSIS activator – GLuc luminescence reporter in INS-1E cells, primary screen for activators of glucose-dependent secretion of insulin; INS-1E GLuc reporter insulin secretion, 2-3 h; activation, % at 16.6 µM; 370,000 compounds, 0.61% hits;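 active means lowest replicate activation of at least 40%, so every replicate reaches that level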;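 further: 0% = median of neutral control wells and 100% = median of IBMX positive control wells; some compounds called inactive have numbers as strong as hits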
# ERp5 inh – inhibitors of ERp5-driven insulin aggregation, primary screen, biochemical, turbidity, absorbance 650 nm, single point. AID 651711, 2012. inhibition, % at 9.99 µM. 90 min. Protein disulfide-isomerase A6 (Homo sapiens), Q15084. 350,000 compounds, 0.05% hits;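 active means mean replicate inhibition above about 25%, with every replicate also reaching it, limit read from the data, passing the limit was not always enough; inconclusive means only one of those two criteria met; inactive means neither criterion met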
# Target sequence (Q15084 whole entry, looked up): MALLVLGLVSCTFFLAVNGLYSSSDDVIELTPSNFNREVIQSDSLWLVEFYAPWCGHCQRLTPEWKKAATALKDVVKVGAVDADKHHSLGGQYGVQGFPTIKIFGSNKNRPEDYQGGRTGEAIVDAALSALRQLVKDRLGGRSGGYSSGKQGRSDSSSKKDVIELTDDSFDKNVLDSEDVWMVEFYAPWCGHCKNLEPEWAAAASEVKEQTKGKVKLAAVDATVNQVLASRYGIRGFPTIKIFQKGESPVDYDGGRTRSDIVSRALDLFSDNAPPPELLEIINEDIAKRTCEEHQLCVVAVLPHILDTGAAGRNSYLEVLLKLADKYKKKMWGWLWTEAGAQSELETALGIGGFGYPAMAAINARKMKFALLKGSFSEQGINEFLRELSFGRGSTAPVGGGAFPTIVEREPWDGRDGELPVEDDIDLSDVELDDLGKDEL
# XiGFP reactiv – activators of inactive X chromosome reactivation, primary screen, imaging, XiGFP fibroblasts, GFP high-content imaging, set 2; 360,000 compounds, 0.055% hits; AID 743238, 2013; XiGFP mouse fibroblasts, % GFP-positive cells imaging, 3 d; cells co-treated with 5-aza-dC sensitizer; scaled so ellipticine positive control = 100%; activation, % at 7.58 µM;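 active means mean normalized replicate activation at least 10% and every replicate at or above 10%; inconclusive means only one of the two criteria met; inactive means mean below 10% and not all replicates reach 10%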;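 further: 0% = median of on-plate neutral control wells and 100% = ellipticine 6 µM median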
#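 Material: XiGFP fibroblasts, SV40-immortalized; Buffer or medium: DMEM containing 5-aza-dC; Compound dosing: single point; Times: 3 days compound exposure.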
# * = called active by the depositor; ? = inconclusive; / = not tested or not shown. Rows were taken by chance. About 4.2% of those tested had a hit in this group.
SMILES,PAX8 reporter,DENV2 CPE rescue,EWS-Fli block,CFTR F508del cor,ARNT TACC3 PPI,GSIS activator,ERp5 inh,XiGFP reactiv
C[C@@H]1CN([C@@H](C)CO)C(=O)c2cccc(NC(=O)NC3CCCCC3)c2O[C@@H]1CN(C)S(=O)(=O)c1ccccc1,6,11,-6,-2.8,4,7,-1,-0.9
CCCn1c(=O)c2c(nc3n2CCCN3Cc2ccccc2)n(C)c1=O,6,-5,14,-0.2,49*,7,3,0.0
CO[C@@H]1CN(C)C(=O)c2ccc(NC(=O)C3CC3)cc2OC[C@@H](C)N(C(=O)NC(C)C)C[C@@H]1C,-2,3,-1,-1.1,-8,11,-9,0.3
O=C(C[C@H]1CC[C@H]2[C@@H](COC[C@H](O)CN2Cc2nccs2)O1)NCc1ccccc1Cl,-18,12,0,-2.6,2,21,/,0.1
COc1ccc(NC(=O)Nc2ccc3c(c2)C(=O)N([C@@H](C)CO)C[C@@H](C)[C@@H](CN(C)Cc2ccc4c(c2)OCO4)OCCCC[C@H](C)O3)cc1,-18,-7,1,-3.0,13,-19,0,-0.1
C[C@H]1CCCCO[C@@H](CN(C)Cc2ccc3c(c2)OCO3)[C@@H](C)CN([C@@H](C)CO)C(=O)c2cc(NC(=O)Cc3ccccc3)ccc2O1,0,-7,12,-0.6,12,-13,/,0.1
COc1ccc(NC(C)=O)cc1NC(=O)c1ccc2ccccc2c1,12,-4,0,-1.2,-9,-6,-1,0.1
COc1ccc(-c2ccc3c(c2)O[C@@H](CN(C)Cc2cccnc2)[C@H](C)CN([C@H](C)CO)S3(=O)=O)cc1,/,-8,21,4.0,-3,-11,12,-0.2
COC(=O)C1=CN(c2cccc(OCc3ccccc3)c2)C(N)=C(C#N)C1c1cccc(F)c1 (stereo not drawn),17,0,10,-1.7,/,-14,-2,0.1
N#Cc1cccc(-c2ccc([C@@H]3[C@@H](CO)N4CCCCN(C(=O)Nc5ccc(F)cc5)C[C@H]34)cc2)c1,5,9,6,2.5,11,-27,-2,0.3
O=C(Cc1ccccc1)NCC(=O)OCC(=O)c1ccc(F)cc1,/,1,2,3.0,-4,21,1,0.1
CC(=O)N[C@@H]1CC[C@H](CCNC(=O)C2CC2)O[C@@H]1CO,11,9,-2,2.4,-16,2,-2,-0.1
CC(C)Cn1c(SCC(=O)NC(=O)NC2CCCC2)nc2ccccc21,/,4,2,4.5,-3,-16,-4,/
Cc1noc(C)c1NC(=O)N(C)C[C@@H]1Oc2ccc(NC(=O)Nc3cccc4ccccc34)cc2C(=O)N([C@@H](C)CO)C[C@H]1C,-9,7,7,-5.4,5,-1,-9,0.0
CC(=O)NCC(=O)OCC(=O)N1c2ccccc2Sc2ccccc21,-2,7,-3,2.6,-2,3,3,0.1
C[C@H]1CN([C@@H](C)CO)S(=O)(=O)c2ccc(C3=CCCCC3)cc2O[C@@H]1CN(C)C(=O)C1CCC1,/,-2,19,4.2,2,-8,6,-1.0
CCC(=O)N1CC[C@@H]2[C@H]1c1cc(C#Cc3cccnc3)ccc1N[C@@H]2CO,-4,11,-2,0.7,3,12,6,0.3
CCc1nc(CN2CCN(c3ccc(C(F)(F)F)cn3)CC2)c(C)[nH]1,-7,-2,18,-0.5,6,-6,1,0.0
COc1cccc(CN2CCNC(=O)C2CC(=O)N(C)C2CCOCC2)c1 (stereo not drawn),16,?,/,-0.3,10,0,0,0.0
O=C(C[C@H]1CC[C@@H]2[C@H](COC[C@@H](O)CN2C(=O)c2cnccn2)O1)NCc1ccc(F)cc1,1,-7,-1,0.0,-3,13,3,-0.1
CCOC(=O)Cc1nnc(Nc2ccc(C)cc2C)c2ccccc12,-5,/,/,/,-4,-12,/,0.0
COC(=O)c1ccc(NS(=O)(=O)c2cc3c4c(c2)C(C)C(=O)N4CCC3)cc1 (stereo not drawn),3,-3,11,-2.5,-7,2,0,0.0
CCCN(C)C[C@H]1OCCCC[C@@H](C)Oc2ccc(NC(=O)C3CCCCC3)cc2C(=O)N([C@H](C)CO)C[C@@H]1C,-19,-12,-10,-2.7,6,14,10,0.1
C[C@H](CO)N1C[C@H](C)[C@H](CN(C)S(=O)(=O)c2ccccc2)Oc2ncc(C#Cc3ccccc3F)cc2C1=O,/,-6,10,1.9,1,-40,-5,0.3
CCCCS(=O)(=O)N1CCCc2nc(-c3ccc(F)cc3)ccc21,-17,1,-21,-2.1,/,/,-2,-0.2
# Remaining list, next part
SMILES,PAX8 reporter,DENV2 CPE rescue,EWS-Fli block,CFTR F508del cor,ARNT TACC3 PPI,GSIS activator,ERp5 inh,XiGFP reactiv
CCNc1ccc(C(=O)N/N=C/c2c(C)nn(-c3ccccc3)c2N2CCCC2)cc1[N+](=O)[O-],-13,-4,6,/,2,46*,0,-0.2
O=C(Nc1ccc(Cl)c(Cl)c1)N[C@@H]1CC[C@@H](CCn2cc(C3CCCCC3)nn2)O[C@H]1CO,-2,-11,-3,-1.5,-7,-43,2,-1.0
CCCC#Cc1cnc2c(c1)C(=O)N([C@H](C)CO)C[C@@H](C)[C@@H](CN(C)S(=O)(=O)c1ccccc1)O2,/,6,-2,1.4,-3,-25,1,0.2
O=S(=O)(NCc1ccco1)c1ccc2ccccc2c1,-15,-2,-13,0.1,0,6,0,0.2
C[C@H]1CCCCO[C@@H](CN(C)Cc2ccc(C(=O)O)cc2)[C@@H](C)CN([C@@H](C)CO)C(=O)c2cc(NC(=O)c3ccccc3)ccc2O1,-3,-7,-14,0.1,-9,9,4,0.3
O=C(O)CCC(=O)N1N=C(c2ccc(Br)cc2)CC1c1cccc(Br)c1 (stereo not drawn),20,-6,-26,-0.1,0,-11,4,0.0
COc1ccccc1NC(=S)NC1CC2CCC1C2 (stereo not drawn),19,2,-7,0.9,-1,2,-8,0.0
Cc1cc(/C=N/Nc2ncnc(N)c2[N+](=O)[O-])c(C)n1-c1ccccc1,62*,9,83*,2.3,20,-7,7,0.5
COCCCNC(=S)N/N=C/c1ccc(N(C)C)cc1Cl,-23,2,-38,-3.1,3,-13,-8,-0.1
Cc1onc(-c2ccccc2)c1-c1nc2cc(Cl)ccc2c(=O)o1,13,4,20,-3.4,3,/,3,0.0
CCCc1ccc(NS(=O)(=O)c2c(C)oc(C)c2C(=O)OC)cc1,-1,-4,8,-2.6,-4,-30,1,-0.1
OCC1CCCN(C(=S)Nc2ccc(Nc3ccccc3)cc2)C1 (stereo not drawn),-76,-1,-73,1.7,/,-11,0,0.0
CN(C)CC(=O)N[C@@H]1C=C[C@@H](CC(=O)NCc2ccccc2F)O[C@H]1CO,-7,?,-4,0.3,9,2,5,-0.2
CN(C)S(=O)(=O)c1cc(NC(=O)CN2CCOCC2)ccc1Cl,22,3,-49,1.1,-14,-11,-6,0.1
S=C(NCc1ccccc1)NN1CCOCC1,13,/,7,0.0,-4,-1,4,0.5
COCC(=O)N1CCC2(CC1)CN(Cc1cccc(F)c1)[C@@H](CO)c1c2c2ccc(OC)cc2n1C,/,-6,-10,0.0,/,-11,-3,0.2
C[C@H](CO)N1C[C@H](C)[C@H](CN(C)CC2CC2)Oc2ccc(NC(=O)C3CC3)cc2C1=O,-19,-2,-8,-0.8,4,2,-3,0.0
CC(C)(C)OC(=O)N[C@H](C(=O)OC(C)(C)C)c1ccccc1,-14,-14,0,-0.7,0,5,-1,0.3
COc1ccc(NC(=O)N(C)C[C@H]2OCCCC[C@@H](C)Oc3ccc(NC(=O)c4ccccc4)cc3C(=O)N([C@@H](C)CO)C[C@H]2C)cc1,-3,-1,-9,3.8,-1,-2,-3,-0.1
CCOc1ccccc1CNC(=O)CCn1ccc2cc(S(=O)(=O)N3CCCCC3)ccc21,14,-3,20,1.9,2,9,0,0.0
COc1ccccc1NC(=O)Nc1ccc2c(c1)C(=O)N(C)C[C@@H](OC)[C@H](C)CN(C)[C@@H](C)CO2,3,6,6,2.5,-1,1,-5,-0.6
Cc1ccc(CNC(=O)COC(=O)c2cc(=O)[nH]c3ccccc23)cc1,3,-2,6,-10,-1,9,-7,-0.4
CC(=O)N(C)C[C@H]1Oc2cc(C#Cc3cccnc3)ccc2S(=O)(=O)N([C@@H](C)CO)C[C@@H]1C,/,-7,15,4.1,-2,22,8,0.3
COc1ccc(-c2c(C#N)sc(C(N)=O)c2-c2ccc(OC)cc2)cc1,-4,1,-13,2.8,-5,0,6,0.2
O=C(Nc1cnccn1)Nc1ccccc1Cl,-1,1,-14,/,-6,2,-4,-0.1
# Carrying on.
SMILES,PAX8 reporter,DENV2 CPE rescue,EWS-Fli block,CFTR F508del cor,ARNT TACC3 PPI,GSIS activator,ERp5 inh,XiGFP reactiv
CCCCC1(C)NC(=S)N2N1C(=S)NC2(C)CCCC (stereo not drawn),8,?,-5,/,3,/,1,0.2
C[C@@H]1CN([C@@H](C)CO)C(=O)c2cccc(NC(=O)Nc3ccccc3)c2O[C@H]1CN(C)Cc1ccc(-c2ccccc2)cc1,-4,-6,15,-0.7,0,-4,-2,-0.1
CC(C)(C)c1ccc(C(=O)NCC(=O)OCCN2C(=O)c3ccccc3C2=O)cc1,2,-5,-3,-3.5,-4,-2,-7,0.2
NC1=NC(=O)C(Cc2ccccc2)S1 (stereo not drawn),-7,-2,4,6.5,3,-6,1,-0.2
CCCOC(=O)C1=C(C)NC2=C(C(=O)CC(C)(C)C2)C1c1cccnc1 (stereo not drawn),7,/,/,/,-10,-4,/,0.0
Cc1c(NC(=O)/C(C#N)=C/c2ccc(-c3ccccc3Cl)o2)c(=O)n(-c2ccccc2)n1C,-28,/,/,/,-4,-30,/,-0.1
O=C1OCC2=C1C(c1ccccc1)CC(=O)N2c1ccc(F)cc1 (stereo not drawn),-25,3,5,-1.9,-3,-8,1,0.0
Cn1cnnc1SCC(=O)Nc1ccc(S(N)(=O)=O)cc1,17,10,-5,1.0,-20,14,-2,0.1
CCOC(=O)c1ccc(-n2c(CN3CCOCC3)nc3ccc([N+](=O)[O-])cc3c2=O)cc1,-7,5,-9,-0.4,-9,-4,-7,0.0
Cc1ccc(-c2ccc3c(c2)O[C@H](CN(C)C(=O)NC(C)C)[C@@H](C)CN([C@@H](C)CO)S3(=O)=O)cc1,14,2,4,1.4,4,-8,-1,-1.2
Cc1ccc(S(=O)(=O)N2[C@@H](c3ccc(C(C)C)cc3)C(C(=O)O)=C[C@H]2C(C)(C)C)cc1,10,0,-15,2.3,/,1,3,-0.1
CC(=O)N1CCN(C(=O)OC2CC3CC2[C@H]2CCCCN2C3=O)CC1 (stereo partly drawn),-9,1,-1,-0.9,/,7,0,-0.1
O=C(COc1ccccc1Cl)Nc1ccc2[nH]c(=O)[nH]c2c1,-20,5,-4,1.6,7,1,-1,-0.1
CCOC(=O)c1cnc2c(C)c(C)ccc2c1Nc1ccc(S(=O)(=O)Nc2ncccn2)cc1,-1,/,/,/,-12,51,/,0.1
